KCNH2 3.1 block = inhibitors of human KCNH2 3.1 potassium channel isoform | activity change, % (tested at about 1.8 µM) | U2OS KCNH2 3.1, thallium flux FluxOr; hits give low values | 0.95% of 340,000 active | AID 720553;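 active = maximum activity change below -70%; inconclusive = maximum activity change from -70% to -50%; inactive = maximum activity change above -50%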;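 note: thallium influx rate constant from kinetic fluorescence after stimulation buffer; % is set by controls: 0 for no effect and ±100 for the full control effect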
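Steps: virus added to U2OS suspension (4 h, RT, dark); medium with 10% FBS added, cells plated, 37 C overnight; FluxOr/Red40 loading buffer 45 min RT; stimulation buffer, 2 min kinetic read; rate constant normalized.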
Tb PFK inh = blocks T. brucei phosphofructokinase. O15648. T. brucei PFK, ADP-Glo luminescence. Potency, µM (top dose mostly 57.5 µM), for the others: top-dose activity, negative = inhibition, actives largely listed as inhibitors. 0.17% of 330,000 active. AID 485367;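 note: potency is the fitted concentration of half-maximal effect; 0% = uninhibited 1x PFK enzyme wells and -100% = no-enzyme wells; nearly all actives have a fitted effect of over 60% in size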
Target sequence (O15648 whole entry, looked up): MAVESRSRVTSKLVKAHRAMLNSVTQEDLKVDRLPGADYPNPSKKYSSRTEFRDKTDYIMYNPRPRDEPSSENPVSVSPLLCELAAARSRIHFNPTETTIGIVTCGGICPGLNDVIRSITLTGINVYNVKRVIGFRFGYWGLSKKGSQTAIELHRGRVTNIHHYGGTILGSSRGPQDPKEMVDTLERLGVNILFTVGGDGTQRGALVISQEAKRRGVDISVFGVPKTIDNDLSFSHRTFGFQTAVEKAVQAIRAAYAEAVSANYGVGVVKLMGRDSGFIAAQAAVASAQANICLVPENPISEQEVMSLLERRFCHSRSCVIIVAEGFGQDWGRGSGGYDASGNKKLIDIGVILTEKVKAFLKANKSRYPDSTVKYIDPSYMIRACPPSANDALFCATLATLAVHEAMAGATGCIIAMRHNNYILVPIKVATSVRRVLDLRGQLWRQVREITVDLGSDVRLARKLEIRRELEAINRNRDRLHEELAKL
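1.25 nM PFK with 0.5 mM F6P and 0.1 mM ATP in 0.1 M TEA pH 8.0, 5 mM MgCl2, incubated 45 min at room temperature; ADP measured by ADP-Glo luminescence; compounds titrated up to 57 uM.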
Giardia killer = kills Giardia lamblia; Giardia lamblia trophozoite viability; activity change, % at 7.66 µM, hits read low; 0.15% of 340,000 active; AID 540267; in the data active = activity change below about -80%; inconclusive = between about -30% and that limit;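 note: parasites exposed to compound for two days anaerobically before the ATP read; % is set by controls: 0 for no effect and ±100 for the full control effect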
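Media and compound were dispensed first, then trophozoites at 100 cells/well; plates sat 48 hrs at 37 deg C without oxygen before ATP luminescence reagent was added and read after 15-30 min at room temperature.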
VP16 counter = Gal4-VP16 reporter inhibition counter-screen. Drosophila S2 Gal4-VP16 UAS-luciferase, luminescence, 20 h. Potency, µM (top dose mostly 53.6 µM), for the others: top-dose activity, negative = inhibition, usual class: inhibitors. 3.5% of 310,000 active. AID 2546;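 note: Gal4-VP16 expression switched on by copper sulfate through the metallothionein promoter; potency is the fitted concentration of half-maximal effect; % is set by controls: 0 for no effect and ±100 for the full control effect; nearly all actives have a fitted effect of over 50% in size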
Rab9 promoter act = activates the Rab9 promoter. 2.8% of 320,000 active. Potency, µM (titrated, usually from 9.22 µM), for inactives: top-dose activation, negative = inhibition, actives largely listed as activators. Huh7 Rab9 promoter-luciferase reporter, luminescence, 24 h; note: potency is the fitted concentration of half-maximal effect; % of control where 0% means no effect; nearly all actives have a fitted effect of over 60% in size
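Stable Rab9-luc Huh7, 1500 cells/well, 2 h settle; cmpd in DMSO, 24 h, 37 °C/5% CO2; luciferase reagent 10 min RT; luminescence.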
ELG1 genotox = genotoxicity induction in ELG1-luciferase HEK293T cells; HEK293T ELG1-luciferase reporter, luminescence, 16 h; Potency, µM (doses to about 46 µM), without a hit: top-dose activity change, positive = activation, usual class: activators; 1.3% of 330,000 active; note: potency is the fitted concentration of half-maximal effect; % of control where 0% means no effect; nearly all actives have a fitted effect of over 60% in size
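Screening used a luciferase reporter fused to human ELG1 in HEK293T cells. Luminescence was read on a CCD plate imager after 16 hr exposure and 30 min ONE-Glo incubation.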
NPC1 prom act = activators of NPC1 promoter; Potency, µM (titrated, usually from 9.22 µM), without a hit: at the highest dose activation, most hits filed as activators; Huh7 NPC1 promoter luciferase reporter, 24 h; 2.4% of 320,000 active; AID 485313;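 note: potency is the fitted concentration of half-maximal effect; % of control where 0% means no effect; nearly all actives have a fitted effect of over 60% in size; reporter is driven by a mutant NPC1 promoter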
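Stably transfected Huh7 (NPC1 promoter→luciferase), 1500 cells/well in Opti-MEM + 10% FBS, 2 h settle, then compound 24 h at 37 °C. Luminescence after 10 min with Amplite reagent.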
uPA surface inh = blocks generation of uPA at the cell surface; cell surface uPA generation assay, qHTS; Potency, µM (highest dose often 38.3 µM), inactives show at the top dose activity change, negative = inhibition, most hits filed as inhibitors; 0.31% of 330,000 active; active = well fitted inhibition curve with a large enough effect; inconclusive = small, poorly fitted or top-dose-only effect; inactive = no such curve, though single readings can be large or run the other way; tested in mouse RAW 264.7 cells; note: potency is the fitted concentration of half-maximal effect; % is set by controls: 0 for no effect and ±100 for the full control effect; nearly all actives have a fitted effect of over 55% in size
FLuc modulator = inhibits or activates purified firefly luciferase, miR-21 counter-screen | Potency, µM (highest dose often 57.5 µM), for the others: at the top dose activity change, negative = inhibition, most hits filed as inhibitors | AID 588342 | 6.9% of 360,000 active | purified FLuc, Km substrates, luminescence inhibition | P08659;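 note: potency is the fitted concentration of half-maximal effect; plate controls were vehicle for no effect and reference inhibitor for full effect; nearly all actives have a fitted effect of over 55% in size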
Target sequence (P08659 whole entry, looked up): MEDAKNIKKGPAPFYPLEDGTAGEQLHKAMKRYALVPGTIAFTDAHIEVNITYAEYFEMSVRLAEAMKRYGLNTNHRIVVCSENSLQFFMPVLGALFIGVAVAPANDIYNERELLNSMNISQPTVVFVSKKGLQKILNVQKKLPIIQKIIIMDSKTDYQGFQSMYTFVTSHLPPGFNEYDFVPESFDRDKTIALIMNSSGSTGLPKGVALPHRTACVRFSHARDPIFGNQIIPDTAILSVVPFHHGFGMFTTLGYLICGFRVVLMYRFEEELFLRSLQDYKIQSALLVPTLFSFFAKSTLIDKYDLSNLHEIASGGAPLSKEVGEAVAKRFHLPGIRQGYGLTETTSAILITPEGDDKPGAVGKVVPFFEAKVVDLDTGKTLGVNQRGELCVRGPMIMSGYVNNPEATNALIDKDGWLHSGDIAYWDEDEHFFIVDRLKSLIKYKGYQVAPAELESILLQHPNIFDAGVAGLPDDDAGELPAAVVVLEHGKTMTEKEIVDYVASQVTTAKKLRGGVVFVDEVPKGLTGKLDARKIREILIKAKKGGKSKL
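Biochemical qHTS of compounds, final roughly 60 µM downward over six points, against 10 nM purified firefly luciferase using Km concentrations of substrates (10 uM D-luciferin, 10 uM ATP) in Tris acetate pH 7.5 buffer; luminescence output.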
Coupling enz = counter-screen for Giardia aldolase inhibitors: coupling enzyme system | coupling enzyme system counterscreen, AmpLite Red fluorescence | activity change, negative = inhibition, % at 58.2 µM, hits read low | 0.67% of 290,000 active | AID 2472; in the data active = activity change below about -30%; note: % is set by controls: 0 for no effect and ±100 for the full control effect
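Fluorescence at 525 nm excitation and 598 nm emission measured inhibition of the coupled detection system without aldolase. Compounds (at 57.5 uM final) were preincubated 10 min at room temperature with coupling enzyme reagent before a 20 min substrate/AmpLite Red step.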
RORg inh = blocks mouse ROR gamma transcriptional activity; P51450; Drosophila S2 Gal4-RORgamma UAS-luciferase reporter, 20 h; Potency, µM (doses to about 53.6 µM), without a hit: at the top dose activity change, negative = inhibition, most hits filed as inhibitors; 5.4% of 310,000 active; AID 2551; note: potency is the fitted concentration of half-maximal effect; % is set by controls: 0 for no effect and ±100 for the full control effect; nearly all actives have a fitted effect of over 60% in size
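In this cell-based reporter format, copper sulfate (700 uM final) drives Gal4–ROR gamma fusion expression from a metallothionein promoter in Drosophila Schneider cells; compounds preincubated 1 hr, reporter read after 20 hr at ambient temperature.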
* hit, by the source's call; ? = inconclusive; . = no result given; & = joins results of further samples; [ ] = dose if it differs, or a comment. Unless noted, calls come from the whole dose curve; as a rule, active = well fitted curve in the direction sought with a large enough effect; inconclusive = small, poorly fitted or top-dose-only effect, or another doubt; inactive = no such curve, though single readings can be large; an effect the other way counts as inactive or inconclusive.

SMILES	KCNH2 3.1 block	Tb PFK inh	Giardia killer	VP16 counter	Rab9 promoter act	ELG1 genotox	NPC1 prom act	uPA surface inh	FLuc modulator	Coupling enz	RORg inh
Cc1cccc(C2CC(c3ccc(Br)cc3)Nc3nc(N)nn32)c1 (stereo not given)	2	1%	-7	5%	3%	-3%	0%	9%	1%	-1	-4%
CCCCn1c(N)c(N(CC(C)C)C(=O)CN(C)S(=O)(=O)c2ccc(C)cc2)c(=O)[nH]c1=O	20	22%	3	.	-1%	-2%	-1%	1%	-10%	.	.
Oc1ccc2ccccc2c1C=Nc1cc(C(F)(F)F)ccc1N1CCCC1	-3	-4%	15	?	0%	-4%	-1%	0%	3%	-30	?
CC(NC(=O)COC(=O)c1ccccc1F)C1CC2CCC1C2 (stereo not given)	5	0%	9	.	.	-2%	.	4%	.	.	.
CC1=C(C(=O)OC2CCCCC2)C(c2ccco2)n2ncnc2N1 (stereo not given)	-4	0%	-9	-29%	1%	-11%	-1%	-9%	0%	2	16%
COC(=O)c1ccc2c(=O)n(Cc3ccc4c(c3)OCO4)c(SCC(=O)N3CCCC3)nc2c1	3	1%	7	4%	3%	2%	6%	9%	-1%	3	27%
COc1ccccc1CNC(=O)COC(=O)/C=C/c1ccc2ccccc2n1	-5	0%	-3	.	.	10%	.	-1%	.	.	.
CCOC(=O)NC(=O)C(=CNc1cccc(OC)c1)C(=O)NC(=O)OCC	-3	1%	-12	5%	-7%	-1%	2%	7%	3%	6	-11%
CC(=O)N=c1sc2cc(C)ccc2n1C	-3	-1%	16	14%	10%	13µM*	7%	-8%	?	-3	-9%
CC(C)(C)C(=O)OCc1nc(-c2ccc(C(F)(F)F)cc2)cs1	-93*	-3%	-6	5%	0%	4%	-4%	3%	15µM*	0	43%
Cc1nc(NC(=O)COc2ccc(Cl)cc2)sc1C(=O)N(C)C	.	-11%	.	-4%	-6%	1%	0%	.	-9%	4	?
Cc1cc2cc3c(N)[nH]nc3nc2cc1C	-5	1%	-8	3%	?	?	29%	-11%	4.8µM*	-1	-7%
COCCCn1c(=O)cc(C)[nH]c1=S	29	3%	-2	-5%	0%	0%	2%	5%	-2%	0	-10%
CN1CCN(CCC(=O)Nc2ccccc2Cl)CC1	9	0%	0	-2%	1%	1%	0%	6%	1%	3	22%
CCOc1ccc(/C=N/NC(=O)CN2CCCCC2)cc1OCC	-28	2%	2	7%	13%	2%	2%	-2%	1%	2	?
N#Cc1nc(Cc2ccccc2)oc1NCc1cccnc1	0	-2%	7	17%	1%	2%	-2%	-3%	1%	1	?
CNC(=O)c1sccc1-n1cccc1	18	-1%	-15	-2%	10%	-5%	-1%	0%	-1%	3	7%
COc1ccc(O)c(/C=N/c2nc3ccccc3n2C)c1	4	-5%	0	-3%	6%	0%	-2%	4%	?	-3	?
O=C(NC1CCCCC1)NC1CC2CCC(C1)N2C(=O)NC1CCCCC1 (stereo not given)	.	2%	.	3%	29%	0%	-1%	.	0%	3	5%
COC(=O)c1ccc2c(=O)n(CCO)c(=S)[nH]c2c1	3	-7%	-5	-8%	-2%	-6%	-3%	-7%	3%	0	-37%
Cc1ccc(C)c(NS(=O)(=O)c2cc(C(=O)NCc3ccccn3)ccc2C)c1	-7	2%	-10	-9%	-51%[inhibitor]	-3%	-2%	5%	2%	.	0%
CCNC(=O)COC(=O)c1ccc(S(=O)(=O)N2CCCCCC2)cc1	4	-2%	-14	-12%	0%	-3%	2%	-5%	-1%	3	-20%
COc1ccc([N+](=O)[O-])cc1NS(=O)(=O)c1cccc(C(=O)NCCCN2CCCC2=O)c1	6	1%	6	.	.	0%	.	-3%	.	.	.
CCOC(=O)c1cnc(-c2ccccc2)nc1-c1ccccc1	3	-1%	11	1%	-3%	-12%	-2%	-4%	-15%	-1	-5%
O=C(CNS(=O)(=O)c1ccccc1)N1CCCC1	-3	-2%	-10	5%	3%	0%	7%	1%	5%	1	-3%
Cc1ccc(C(=O)Nc2sc3c(c2C(=O)O)CCC(C)C3)o1 (stereo not given)	-16	12%	-16	.	.	1%	.	?	.	.	.
CCCCc1cc(C(=O)Cc2ccccn2)c(O)cc1O	37	-5%	-19	-1%	-3%[1.84 µM]	-3%	-3%	4%	3%	1	15%
CS(=O)(=O)c1nc(S(=O)(=O)c2ccc(Cl)cc2)c(NCc2ccccn2)s1	-5	5%	12	-8%	-1%	2%	-6%	11%	1%	2	11%
O=C(O)CCCCCCCCc1cn(CC2CCCCC2)nn1	-1	-6%	-11	1.8µM*	10%	-1%	2%	-2%	-4%	11	4.5µM*
CC(C)OC(=O)c1c(NC(=O)Cn2cnc([N+](=O)[O-])n2)sc2c1CCCC2	-41	-4%	?	2%	-19%	3%	-3%	6%	-1%	1	11%
COc1ccc(C(C(=O)NC(C)(C)C)N(CCc2ccc(OC)c(OC)c2)C(=O)CCC(=O)Nc2cc(C)on2)cc1 (stereo not given)	0	-1%	-1	3%	-2%	6%	0%	-3%	0%	0	16%
CC1=NN(C(C#N)c2ccc([N+](=O)[O-])cc2)C(C)(C)C1 (stereo not given)	2	6%	6	-2%	1%	-1%	3%	1%	5%	2	20%
COc1ccccc1N1CCN(C(=O)c2ccc3c(Cl)c4c(nc3c2)CCCC4)CC1	-10	7%	7	-9%	-8%	-2%	-3%	4.5µM*	3%	0	?
CCc1cccc(NC(=O)Cc2ccc(OC)c(OC)c2)c1	-5	0%	-1	?	-16%	10%	-8%	-5%	-2%	5	-1%
O=c1cc(N2CCCCC2)c(-c2ccccc2)nn1Cc1ccc(Cl)cc1	-95*	2%	0	-23%	2%	-10%	-1%	8%	-1%	3	?
O=C(O)C1CCN(C(=O)CSc2nc3ccccc3c(=O)n2-c2ccc(Cl)cc2)CC1	-30	-9%	21	4%	-2%	4%	-1%	0%	-8%	-1	15%
O=C(CC1(O)C(=O)N(CN2CCOCC2)c2ccccc21)c1ccccc1 (stereo not given)	-5	.	-10	?	.	.	.	3%	3%	-3	?
COc1ccc(-c2nc3c(n2O)CCC/C3=N\O)cc1	-2	0%	0	-13%	2%	?	-7%	.	?	0	26%
COc1ccc(-n2c(=O)c3ccccc3n(CC(=O)Nc3cc(C)on3)c2=O)cc1OC	9	18%	-21	-1%	-7%	7%	-1%	6%	4%	2	-15%
COc1ccc2nc(C)cc(Sc3nc4ccccc4s3)c2c1	12	0%	-1	?	-16%	-11%	-9%	-15%	?	-11	14µM*
Cc1cccc(C)c1NC(=O)CN(C)C(=O)Cn1c(=O)cnc2ccccc21	8	1%	5	2%	1%	4%	2%	-2%	-1%	0	11%
Cc1ccnc2nc(C(=O)Nc3ccc(S(=O)(=O)N4CCCC4)cc3)nn12	4	0%	20	-4%	10%	-1%	1%	6%	4%	0	22%
CC(C)C(=O)Nc1nnc(SCC(=O)NC2CCCC2)s1	-9	-2%	-2	17%	-5%	0%	1%	0%	1%	1	-17%
COc1ccc([C@H]2CC(=O)C=C(c3cccc(Br)c3)C2)cc1	-11	-3%	?	.	-1%	-1%	-4%	-3%	0%	.	.
COc1ccc(NC(=O)CNc2ccccc2C(C)=O)cc1S(=O)(=O)N1CCOCC1	-6	14%	-9	.	.	-1%	.	19%	.	.	.
Cc1ccc(-c2cc(C(=O)OCC(=O)Nc3cc(C)on3)c3ccccc3n2)c(C)c1	-31	-3%	-2	2%	0%	4%	1%	-5%	-3%	0	5%
CC1=C([N+](=O)[O-])C(c2ccccc2Cl)NC(=O)N1C (stereo not given)	11	2%	1	2%	3%	-2%	4%	-2%	-1%	1	1%
CCCCC(=O)OCC(=O)c1cc(C)n(-c2c(C)n(C)n(-c3ccccc3)c2=O)c1C	-1	-2%	-6	-6%	-4%	-1%	0%	21%	-4%	3	-23%
O=C(c1ccc2ccccc2c1)C1CCCN(C(=O)CN2C(=O)CSC2=O)C1 (stereo not given)	2	1%	30	3%	-15%	-4%	-1%	0%	-5%	2	?
O=C(CCCN1C(=O)c2cccc3cccc(c23)C1=O)Nc1ccon1	1	5%	1	-4%	-2%	7%	-2%	1%	0%	0	16%
COc1ccccc1CN(CC(=O)NCC1CCCO1)C(=O)CNS(=O)(=O)c1ccc(C)cc1 (stereo not given)	6	-7%	10	1%	-1%	6%	2%	1%	7%	4	-21%
CCCN(CCC)CCNC(=O)c1cc2c(-c3ccc(Cl)cc3)nn(C)c2s1	-1	2%	12	-10%	-15%	1%	1%	-3%	4%&-3%	2	-27%
N#Cc1ccccc1S(=O)(=O)N1CCN(CC(=O)NCC2(N3CCOCC3)CCCCC2)CC1	-1	-4%	11	.	-3%	0%	9%	5%	.	.	.

Assay outcomes: PubChem BioAssay, National Center for Advancing Translational Sciences (NCATS)
